# FBW7 act = FBW7 E3 ligase activators, primary screen, biochemical, AlphaScreen, human. normalized activity (activation), % at 26.1 µM. AlphaScreen FBW7–phospho-cyclin E peptide binding, activator screen. 650,000 tested, 0.13% active; in the data active = normalized activity above about 1.9%;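 also: purified mutant Fbw7 with reduced substrate affinity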
# Target sequence (Q969H0 whole entry, looked up): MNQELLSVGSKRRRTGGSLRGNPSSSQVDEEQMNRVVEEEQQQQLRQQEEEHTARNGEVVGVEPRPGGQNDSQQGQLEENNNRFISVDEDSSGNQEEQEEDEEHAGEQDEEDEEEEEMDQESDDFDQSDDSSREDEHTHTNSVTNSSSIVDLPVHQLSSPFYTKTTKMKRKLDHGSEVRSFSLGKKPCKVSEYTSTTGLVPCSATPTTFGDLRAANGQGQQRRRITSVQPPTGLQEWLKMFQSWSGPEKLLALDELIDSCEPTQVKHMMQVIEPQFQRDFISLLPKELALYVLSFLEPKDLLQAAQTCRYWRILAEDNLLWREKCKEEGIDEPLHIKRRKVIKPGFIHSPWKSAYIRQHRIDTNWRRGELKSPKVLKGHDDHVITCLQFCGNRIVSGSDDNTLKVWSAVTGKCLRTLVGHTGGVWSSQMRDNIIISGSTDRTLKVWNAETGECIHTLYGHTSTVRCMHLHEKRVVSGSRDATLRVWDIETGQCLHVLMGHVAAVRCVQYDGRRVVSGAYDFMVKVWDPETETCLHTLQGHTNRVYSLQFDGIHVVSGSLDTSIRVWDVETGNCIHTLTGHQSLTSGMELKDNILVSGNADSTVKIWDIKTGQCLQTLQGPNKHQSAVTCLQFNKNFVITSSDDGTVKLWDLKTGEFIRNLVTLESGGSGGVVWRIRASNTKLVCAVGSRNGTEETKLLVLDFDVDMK
# MITF primary = MITF inhibitors, primary screen, biochemical, AlphaScreen, human. 650,000 tested, 0.91% active. AID 1259374, 2018. inhibition, % at 2.6 µM. AlphaScreen MITF homodimerization, bead proximity signal; in the data active = inhibition above about 50%;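 also: 0% = vehicle wells with protein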
# GPR151 ag = activators of human GPR151, primary screen, cell-based, PathHunter beta-arrestin, luminescence; G-protein coupled receptor 151 (Homo sapiens), Q8TDV0; activation, % at 11.2 µM; PathHunter beta-arrestin GPR151 cells; 650,000 tested, 1% active; in the data active = activation above about 4.9%;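 also: 0% = median of compound wells and 100% = cells with positive control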
# Target sequence (Q8TDV0 whole entry, looked up): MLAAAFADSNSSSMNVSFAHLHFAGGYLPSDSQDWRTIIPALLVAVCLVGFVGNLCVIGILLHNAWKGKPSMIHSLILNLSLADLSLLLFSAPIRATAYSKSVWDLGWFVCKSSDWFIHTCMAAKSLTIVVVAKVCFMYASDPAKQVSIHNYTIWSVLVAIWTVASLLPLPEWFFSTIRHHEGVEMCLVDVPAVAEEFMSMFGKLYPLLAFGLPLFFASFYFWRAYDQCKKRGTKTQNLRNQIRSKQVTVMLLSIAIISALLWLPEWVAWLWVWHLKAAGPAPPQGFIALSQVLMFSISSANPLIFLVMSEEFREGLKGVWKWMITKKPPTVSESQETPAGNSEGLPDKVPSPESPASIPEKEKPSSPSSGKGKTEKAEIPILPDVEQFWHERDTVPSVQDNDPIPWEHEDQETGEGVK
# TEAD-YAP inh = TEAD-YAP interaction inhibition, primary screen, TEAD-YAP interaction inhibitor project, luminescence, HEK-TIYL cells. TEAD-Gal4/YAP UAS-luciferase luminescence. inhibition, % at 9.12 µM. 640,000 tested, 1.4% active; in the data active = inhibition above about 32%;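 also: 0% = median of test compound wells and 100% = reference inhibitor wells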
# Starred values were filed as active, the others as inactive; nt = no result given.
SMILES,FBW7 act,MITF primary,GPR151 ag,TEAD-YAP inh
O=C(Nc1ccccc1F)C1(c2ccccc2)CC1(Cl)Cl (stereo not drawn),-0.1,-22,0.5,9
O=C(c1cccc([N+](=O)[O-])c1)N1CCN(S(=O)(=O)c2ccc3ccccc3c2)CC1,-0.1,-11,-1.7,0
O=C(OCc1ccccc1F)c1cc(Br)ccc1O,-0.1,-6,4.1,-8
CCOC(=O)N1CCN(C(=O)COc2ccc(CC)cc2)CC1,0.0,12,2.6,5
CC1(C)CC(=O)C2=C(C1)N(c1ccc(Br)cc1F)C(N)=C(C#N)C2c1cccs1 (stereo not drawn),0.2,-7,0.8,-1
CCCNC(=O)c1ccc(CS(=O)c2ccc(Cl)cc2)o1 (stereo not drawn),-0.1,12,-0.2,-5
CC(=O)N1CCc2cc(S(=O)(=O)NC(CC(C)C)C(=O)Nc3ccccc3F)ccc21 (stereo not drawn),-0.1,14,-1.2,4
O=C(CC1SC(=Nc2ccccc2)N(c2ccccc2)C1=O)NCc1ccccc1 (stereo not drawn),-0.1,-2,-0.4,-3
N#Cc1cc[n+](CC(=O)c2ccc(NC(=O)c3ccccc3)cc2)cc1,0.0,-1,-5.1,10
O=C1CC(c2ccc(S(=O)(=O)NCc3ccccc3Cl)cc2)CN1 (stereo not drawn),0.1,3,-0.2,4
COc1ccc(-c2n[nH]c(C)c2-c2ccccc2)c(O)c1C,-0.3,-8,1.5,-5
COCCCNCC(=O)N1CCc2ccccc2C1,-0.1,21,1.0,-10
Cc1ccccc1C(=O)Nc1cccc(F)c1Cl,0.0,-1,-3.5,-33
O=C(N/N=C/c1ccc(O)cc1)c1[nH]ncc1I,0.5,3,-8.3,-9
O=C(CSc1nc2ccccc2n1S(=O)(=O)Cc1ccccc1)c1ccc(Cl)cc1,0.2,14,0.5,1
CCN1CCN(CCCNC(=O)C2c3ccccc3C(=O)N(c3ccc(OC)cc3)C2c2ccc(OC)cc2)CC1 (stereo not drawn),0.1,3,-1.3,-5
COc1ccc(NC(=O)/C=C/c2ccc(F)cc2)cc1Cl,-0.2,-21,-2.7,-68
COC(=O)c1ccc(NC(=O)CSc2ncnc3sc4c(c23)CCC4)cc1,0.1,9,1.6,10
COc1ccc(Cl)cc1NC(=O)CSc1nnc2[nH]c(=O)cc(C)n12,0.4,-67,-1.8,7
S=C(NCc1ccccc1)Nc1ccc2cn[nH]c2c1,-0.1,-13,-0.5,-2
CCN1CCN(C(c2nnnn2Cc2cccs2)C(C)C)CC1 (stereo not drawn),1.1,13,-0.5,5
CCOC(=O)C1=C(C)NC(C)=C(C(=O)OCC)C1c1cccc(OC)c1,0.4,4,-0.2,5
COc1cccc(/C=N/NC(=O)Cn2nnnc2N)c1O,-0.9,-5,-0.4,20
COC(=O)c1nc2n(n1)C(c1ccccc1)C=C(c1ccc(Cl)cc1)N2 (stereo not drawn),-0.2,-6,1.5,1
COc1ccnc(N2CCC(N(Cc3ccco3)C(=O)Cc3ccc(F)cc3)CC2)n1,-0.1,4,2.4,-3
Cc1onc(-c2c(Cl)cccc2Cl)c1C(=O)Nc1nc2ccccc2s1,0.9,0,-0.3,5
Cc1ccc(NC(=O)Cn2nnc(-c3ccccc3NC(=O)c3ccco3)n2)cc1,0.1,0,-1.4,-5
COC(=O)c1ccc(C2CC(=O)NC3=C2C(=O)CC(c2cc(OC)ccc2OC)C3)cc1 (stereo not drawn),0.1,2,0.1,-24
O=C(NC1(C(F)(F)F)NC(=O)N(c2ccc(Cl)cc2)C1=O)c1ccccc1 (stereo not drawn),-0.1,-9,-0.5,0
COc1ccc(-n2cc(-c3ccc(C)cc3)nc2SCC(=O)Nc2cccc(C)c2C)cc1,0.3,16,-0.7,11
C1=CC2C1C1CCC2C(Oc2ccccc2)C1 (stereo not drawn),0.3,17,-0.7,1
COc1ccc(C2CC(C(F)(F)F)n3nc(C(=O)Nc4ccc5c(c4)CCC5)cc3N2)cc1 (stereo not drawn),0.1,2,0.3,-5
CCc1ccc(NC(=O)COc2cccc(Cl)c2)cc1,0.1,12,-1.9,8
CCOc1ccc(NS(=O)(=O)c2ccc(Cl)c(N)c2)cc1Br,0.8,5,0.2,-6
Cc1ccc(OCC(O)Cn2c3ccccc3c3ccccc32)cc1C (stereo not drawn),-0.1,4,1.0,5
CCOc1ccc(/C(O)=C2/C(=O)C(=O)N(CCCN(C)C)C2c2ccc(Cl)cc2)cc1C (stereo not drawn),-0.1,0,3.3,6
CCc1ccc(NC(=O)CNC(=O)Cn2cnc3ccccc3c2=O)cc1,0.3,19,-1.9,15
CCc1cc2ccc(OC)cc2[nH]c1=S,0.1,-2,0.5,-14
Cc1cc(C)n(-c2nc(N(C)C)nc(N3CCOCC3)n2)n1,-0.1,-4,-2.2,-3
Cc1cc(C)c2c(c1)cc(C)c1nn(CC(=O)N3CCC(C(N)=O)CC3)c(=O)n12,-0.1,10,0.7,0
O=C(NCc1ccccc1)C1C2C=CC(C2)C1C(=O)NCc1ccccc1 (stereo not drawn),0.4,32,-0.7,5
CNC(=O)c1ccc(OC)c(S(=O)(=O)N2CCOCC2)c1,-0.3,-9,0.5,-1
CCCOc1ccc(C2C(=O)N(C3CCCCC3)CC(=O)N2Cc2ccc3c(c2)OCO3)cc1OC (stereo not drawn),0.7,6,-0.3,1
Cc1nn(C(C)C(=O)NCCN2CCCC2)c(=O)c2c1sc1ccccc12 (stereo not drawn),0.0,1,-0.5,0
O=C(Cc1cn(-c2ccc(N3CCc4ccccc4C3)nn2)c2ccccc12)Nc1ccc(Oc2ccccc2)cc1,0.1,15,0.7,-4
CCOC(=O)c1ccc(-c2nnc(-c3ccccc3OC)o2)cc1,0.0,4,-7.1,-35
COc1ccc(NC(=O)CN2CCN(c3ccccc3OC)CC2)cc1,0.2,10,-0.6,-3
O=C(CN1CCC(n2nnc3ccccc32)CC1)Nc1ccc([N+](=O)[O-])cc1,0.1,12,0.4,11

# Rewritten bar-delimited: entries from further up.
structure | FBW7 act | MITF primary | GPR151 ag | TEAD-YAP inh
Cc1ccc(OCC(O)Cn2c3ccccc3c3ccccc32)cc1C (stereo not drawn) | -0.1 | 4 | 1.0 | 5
CCOc1ccc(/C(O)=C2/C(=O)C(=O)N(CCCN(C)C)C2c2ccc(Cl)cc2)cc1C (stereo not drawn) | -0.1 | 0 | 3.3 | 6
CCc1ccc(NC(=O)CNC(=O)Cn2cnc3ccccc3c2=O)cc1 | 0.3 | 19 | -1.9 | 15
CCc1cc2ccc(OC)cc2[nH]c1=S | 0.1 | -2 | 0.5 | -14
Cc1cc(C)n(-c2nc(N(C)C)nc(N3CCOCC3)n2)n1 | -0.1 | -4 | -2.2 | -3
Cc1cc(C)c2c(c1)cc(C)c1nn(CC(=O)N3CCC(C(N)=O)CC3)c(=O)n12 | -0.1 | 10 | 0.7 | 0
O=C(NCc1ccccc1)C1C2C=CC(C2)C1C(=O)NCc1ccccc1 (stereo not drawn) | 0.4 | 32 | -0.7 | 5
CNC(=O)c1ccc(OC)c(S(=O)(=O)N2CCOCC2)c1 | -0.3 | -9 | 0.5 | -1
CCCOc1ccc(C2C(=O)N(C3CCCCC3)CC(=O)N2Cc2ccc3c(c2)OCO3)cc1OC (stereo not drawn) | 0.7 | 6 | -0.3 | 1
Cc1nn(C(C)C(=O)NCCN2CCCC2)c(=O)c2c1sc1ccccc12 (stereo not drawn) | 0.0 | 1 | -0.5 | 0
O=C(Cc1cn(-c2ccc(N3CCc4ccccc4C3)nn2)c2ccccc12)Nc1ccc(Oc2ccccc2)cc1 | 0.1 | 15 | 0.7 | -4
CCOC(=O)c1ccc(-c2nnc(-c3ccccc3OC)o2)cc1 | 0.0 | 4 | -7.1 | -35
COc1ccc(NC(=O)CN2CCN(c3ccccc3OC)CC2)cc1 | 0.2 | 10 | -0.6 | -3
O=C(CN1CCC(n2nnc3ccccc32)CC1)Nc1ccc([N+](=O)[O-])cc1 | 0.1 | 12 | 0.4 | 11

# (cont.)
SMILES,FBW7 act,MITF primary,GPR151 ag,TEAD-YAP inh
COc1ccc(N2CCN(S(=O)(=O)c3ccc(F)cc3)CC2)c([N+](=O)[O-])c1,-0.2,-3,-0.5,0
Cc1[nH]n(-c2ccccc2)c(=O)c1C(c1ccc(OC(=O)c2ccccc2F)cc1)c1c(C)[nH]n(-c2ccccc2)c1=O,-1.3,-15,1.0,1
COc1ccc(-c2nnc3ccc(SCc4cccnc4)nn23)cc1,0.3,-3,0.8,-19
COc1ccc(CSc2nnnn2-c2ccc(C(N)=O)cc2)cc1,-0.1,3,0.2,3
Cc1nc(C)n(-c2ccc(Nc3nccc(-c4cc(F)cc(N5CCN(C6CC6)CC5)c4)n3)cc2)n1,-0.1,-3,-0.7,26
COc1cc(C(=O)NNC(=O)C2CCCC2)cc(OC)c1OC,-0.1,-3,-1.1,7
C=C/C=C(\C(F)=C/C)C1CC2(CC(C)(C)NC(=O)N2)Oc2cc(O)ccc21 (stereo not drawn),-0.1,-3,0.4,-5
CCOC(=O)C1C(C)=C(Nc2ccc(OC)cc2)C(=O)N1c1ccc(OC)cc1 (stereo not drawn),0.1,10,-0.7,6
OCc1ccc(-c2ccc3c(c2)COC2(CCNCC2)O3)cc1,-0.1,-1,0.5,2
CNC(=O)Cn1cnc2c1c(=O)[nH]c(=O)n2C,0.5,7,0.4,10
CC(O)c1nc2ccccc2n1CC(=O)Nc1ccc(F)cc1Cl (stereo not drawn),0.0,3,1.3,-1
Cc1c(Cl)cccc1N(CC(=O)NCc1cccnc1)S(=O)(=O)c1ccccc1,0.2,13,0.0,3
CC(C)n1cnc2c(NCc3ccccc3)nc(Nc3nc4ccccc4n3C)nc21,0.1,7,2.2,-4
CCOC(=O)c1ccc(NC(=O)c2ccccc2SCCOC)cc1,-0.1,8,1.8,20
COc1ccc2cc(C)c3nn(CN4CCCC4)c(=O)n3c2c1,-0.3,-5,1.1,-13
Cc1ccc(-c2nc3ncccc3o2)cc1NC(=O)COc1ccc(C(C)(C)C)cc1,0.2,10,1.2,-14
O=C(c1ccc(Cl)cc1)N(Cc1ccc(Cl)cc1)N1C(=O)CCC1=O,0.1,1,0.3,1
Cc1cc2c(cc1C)C(C1=C(O)CC(C)(C)CC1=O)=NC(C)(C)C2,-0.2,-1,0.9,-6
CCCCC(=O)Nc1sc2c(c1C(=O)OCC)CCC(/C=N/O)=C2Cl,0.0,17,-1.6,-5
O=C(NC1CC1)c1ccc(Cl)cc1Cl,0.0,10,-1.5,-10
Cc1ccc(NC(=O)CSc2nncc(=O)n2N)c(C)c1,0.3,10,-0.2,17
O=[N+]([O-])c1sc2ccccc2c1NCCO,0.2,1,1.9,12
O=C(CSc1nc2ccccc2o1)Nc1ncccn1,-0.3,-2,-1.7,-18
CSc1sc(C)cc1C1C(C(=O)Nc2ccc(C)cn2)=C(C)NC2=C1C(=O)CCC2 (stereo not drawn),0.0,-13,-0.3,11
COc1ccccc1NC(=O)Nc1ccnn1C1CCN(C(=O)C2CC=CCC2)CC1 (stereo not drawn),0.6,5,-0.3,-22
COC(=O)C1=C(C)N=c2s/c(=C\c3cccc([N+](=O)[O-])c3)c(=O)n2C1c1cccs1 (stereo not drawn),-0.2,-2,-0.5,-3
CCCn1c(NC2CCCCC2)nc2c1c(=O)n(C)c(=O)n2C,-0.1,-5,1.1,-2
Cc1occc1C(=O)N/N=C/C(Br)=C/c1ccccc1,0.2,0,-6.5,-45
O=C1CSC(c2cccc(F)c2)N1c1ccc(Oc2ccc(Cl)cc2)cc1 (stereo not drawn),0.2,18,0.5,1
CCCOc1ccc(/C(O)=C2/C(=O)C(=O)N(Cc3cccnc3)C2c2ccc(C)cc2)cc1C (stereo not drawn),-0.1,-10,-0.5,-2
COc1ccc(CNC(=O)CCCCCn2c(SCC(=O)c3ccc(Cl)cc3)nc3cc4c(cc3c2=O)OCO4)cc1,-0.1,-14,-0.3,-3
CN(C)C=Nc1ncnc2c(C#N)c3n(c12)CCCCC3,0.0,4,-1.0,-5
COc1ccc(-c2nnc(SCC(=O)c3c[nH]c4ccccc34)o2)cc1OC,0.0,3,0.7,7
O=C(c1nc2sccn2c1CNCCc1ccco1)N1CCCC1,-0.1,-8,-0.8,1
CCCCC(=O)Nc1c2c(nn1-c1ccc([N+](=O)[O-])cc1)CS(=O)(=O)C2,-0.2,3,-0.2,0
CCn1c(SCC(=O)Nc2ccccc2OC)nnc1-c1cccs1,-0.1,14,1.1,7
Cc1nnc(N2CCC(Cc3ccccc3)CC2)c2ccccc12,0.5,67*,-2.0,5
CC(=O)c1c(C)[nH]c(C2=NNC(=NC(C)(C)C)SC2)c1C,-0.2,13,-0.4,-20
Cc1cccc(NC(=O)C2CCN(S(C)(=O)=O)CC2)n1,-0.1,-15,0.2,3
Cc1cc(OCC2CO2)ccc1[N+](=O)[O-] (stereo not drawn),0.0,-2,2.5,-3
Cc1cccc(Cn2c(SCC(=O)Nc3ccccc3)nc3c2c(=O)[nH]c(=O)n3C)c1,0.1,7,0.3,6
COC(=O)c1ccccc1NC(=S)Nc1ccc([N+](=O)[O-])cc1OC,-0.2,-6,0.0,-4
COc1ccc(N2CCN(C(=O)c3cnc(N4CCN(c5ncccn5)CC4)c4ccccc34)CC2)cc1,0.2,15,3.0,8
O=C(O)CN1C(=O)C2CC=CCC2C1=O (stereo not drawn),0.5,-4,1.1,-7
Cc1cccnc1NC(=O)C1COc2ccccc2O1 (stereo not drawn),0.1,6,-0.5,-14
COc1ccc2c(c1)O[C@@H](c1ccc3c(c1)OCO3)C(OC(=O)N[C@H]1CCCc3ccccc31)C2=O (stereo partly drawn),0.0,12,-0.7,nt
Cc1c(/C=N/NC(N)=S)c2ccccc2n1C,-0.2,-4,1.4,-7

# From PubChem BioAssay
